hIAP act: human IAP activation; P09923; purified human IAP, CDP-Star luminescence, 30 min; stronger effect = higher value; 1 = vehicle-only enzyme, 0 = enzyme-free background; activation factor at 10 µM; 330,000 tested, 0.16% active; AID 2524;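 active = activation factor of the enzyme at least 2-fold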; note: the source names both 10 and 20 µM as test concentration; values of inactives mirror those of a sister screen read the other way
Target sequence (P09923 whole entry, looked up): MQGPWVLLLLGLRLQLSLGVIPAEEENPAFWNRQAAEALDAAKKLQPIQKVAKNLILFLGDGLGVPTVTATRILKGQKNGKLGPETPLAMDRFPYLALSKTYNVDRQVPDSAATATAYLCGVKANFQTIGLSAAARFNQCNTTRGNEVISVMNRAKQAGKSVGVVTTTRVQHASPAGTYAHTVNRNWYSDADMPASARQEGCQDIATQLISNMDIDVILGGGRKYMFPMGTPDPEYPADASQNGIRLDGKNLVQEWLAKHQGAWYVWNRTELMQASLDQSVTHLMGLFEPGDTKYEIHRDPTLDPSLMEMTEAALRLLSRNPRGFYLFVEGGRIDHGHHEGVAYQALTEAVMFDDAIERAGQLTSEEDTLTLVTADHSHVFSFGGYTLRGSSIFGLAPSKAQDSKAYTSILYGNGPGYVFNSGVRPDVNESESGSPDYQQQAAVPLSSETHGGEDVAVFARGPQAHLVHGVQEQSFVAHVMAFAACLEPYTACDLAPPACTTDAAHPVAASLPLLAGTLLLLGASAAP
mIAP act: increases mouse intestinal alkaline phosphatase activity; AID 2805; activation factor at 10 µM; 330,000 tested, 0.24% active; muIAP, CDP-Star luminescence, 30 min; stronger effect = higher value; 1 = vehicle-only enzyme signal, 0 = enzyme-free wells;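 active = activation factor of at least 2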; note: the source names both 10 and 20 µM as test concentration; values of inactives mirror those of a sister screen read the other way
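System: mouse IAP enzyme. Reagent: CDP-Star chemiluminescent phosphatase substrate. Benchmarks: DMSO wells, no-enzyme wells. Times: 30 min enzyme-substrate-compound incubation at room temperature. Detection: luminescence from enzymatic CDP-Star hydrolysis. Doses: test compounds delivered from DMSO solution.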
SENP1 FRET inh: blocks the human SENP1 SUMO protease catalytic domain. Q9P0U3. recombinant SENP1 catalytic domain, CyPet-SUMO1-YPet FRET cleavage. inhibition, % at 10 µM. 360,000 tested, 0.21% active. AID 624204;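 active = inhibition at least 30% at 10 µM, raw YFP signal under a set limit, fluorescence ratio 0.5 to 1.5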;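 note: 0% = enzyme with DMSO and 100% = no enzyme wells; some results filed as inactive read as strong as hits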
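material = recombinant human SENP1 catalytic domain, His6-tagged | quantity = 20 pM enzyme | reagent = 25 nM SUMO1 FRET substrate | compound dosing = 10 µM single point, 0.5% DMSO | timing = 50 min enzyme reaction, room temperature, light-protected | detection = FRET, CFP and YFP emission | control set = no-enzyme low, enzyme-DMSO high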
mIAP block: blocks mouse intestinal alkaline phosphatase; purified mouse IAP, CDP-Star luminescence, 30 min; inhibition, % at 10 µM; 330,000 tested, 0.2% active;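 active = inhibition of at least 40% at 10 µM in the primary screen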;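 note: plate controls were DMSO with enzyme for no effect and no enzyme wells for full effect; values of inactives mirror those of a sister screen read the other way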
MIN6 prolif: MIN6 beta-cell proliferation induction. MIN6 cells proliferation, ATPlite luminescence, 48 h; cells starved in 0.2% serum; 100% = growth in 10% serum. AID 2380. proliferation, % at 10 µM. 330,000 tested, 0.29% active;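 active = compounds whose signal lies at least 3.5 SD above the mean of all wells on their plate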;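 note: 0% = DMSO-treated cells in low-serum medium and 100% = 10% serum control; some compounds called inactive have numbers as strong as hits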
NLRP3 yeast inh: blocks the NALP3 inflammasome reconstituted in yeast. Yeast reconstituted NLRP3/ASC/caspase-1, beta-gal luminescence, 24 h. inhibition, % at 10 µM. 330,000 tested, 0.39% active;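 active = inhibition of 50% or more; inactive = inhibition below 50%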;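 note: plate controls were induced DMSO wells for no effect and uninduced yeast grown without galactose for full effect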
hIAP block: human IAP inhibition | P09923 | purified IAP, CDP-Star luminescence, 30 min | inhibition, % at 10 µM | 330,000 tested, 0.12% active;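 active = inhibition reaching a set limit with compound at 10 µM in the primary screen, cut at about 35% in these data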;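 note: plate controls were DMSO wells with enzyme for no effect and no-enzyme buffer wells for full effect; values of inactives mirror those of a sister screen read the other way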
APOBEC3G inh: APOBEC3G (human) deaminase inhibition; inhibition, % at 20 µM; recombinant A3G, ssDNA deamination FAM/TAMRA fluorescence; 330,000 tested, 0.28% active; Q9HC16;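 active = inhibition of at least 40% at 20 µM, with no more than 30% in the related APOBEC3A deaminase screen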;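 note: plate controls were DMSO wells with A3G for no effect and wells lacking A3G enzyme for full effect; some compounds called inactive have numbers as strong as hits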
Target sequence (Q9HC16 whole entry, looked up): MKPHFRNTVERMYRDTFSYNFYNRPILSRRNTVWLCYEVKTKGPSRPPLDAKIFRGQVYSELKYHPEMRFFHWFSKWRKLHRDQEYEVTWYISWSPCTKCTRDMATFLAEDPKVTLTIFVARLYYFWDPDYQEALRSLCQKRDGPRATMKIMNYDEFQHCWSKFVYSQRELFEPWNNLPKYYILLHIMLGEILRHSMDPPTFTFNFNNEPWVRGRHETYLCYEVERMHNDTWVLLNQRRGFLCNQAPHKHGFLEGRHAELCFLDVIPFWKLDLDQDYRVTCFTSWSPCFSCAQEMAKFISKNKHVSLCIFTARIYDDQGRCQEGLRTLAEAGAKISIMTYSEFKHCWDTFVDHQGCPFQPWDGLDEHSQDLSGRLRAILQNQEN
APOBEC3A inh: human APOBEC3A DNA deaminase inhibition; recombinant A3A, FAM/TAMRA ssDNA deamination fluorescence; inhibition, % at 20 µM; 330,000 tested, 0.41% active; AID 493011;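 active = at least 40% inhibition at 20 µM here, with at most 30% in a related deaminase screen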;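 note: plate controls were A3A with DMSO for no effect and wells lacking A3A enzyme for full effect; some results filed as inactive read as strong as hits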
* = called active by the depositor; · = no result given. Not all compounds are listed; the hit share may differ from the screen's.

SMILES | hIAP act | mIAP act | SENP1 FRET inh | mIAP block | MIN6 prolif | NLRP3 yeast inh | hIAP block | APOBEC3G inh | APOBEC3A inh
O=C(CCNC(=O)C1CCN(S(=O)(=O)c2ccccc2)CC1)NC1CC1 | 1.1 | 0.97 | 1 | 3 | 5 | 8 | -7 | -2 | -1
O=C(N/C(=C/c1ccccc1)C(=O)N1CCCCC1)c1ccc(Br)o1 | 1.3 | 0.99 | 0 | 1 | -4 | 8 | -35 | -1 | -3
N#C/C(=N\Nc1ccc(F)cc1)C(=N)N1CCCCCC1 | 0.79 | 0.92 | -1 | 8 | -2 | 3 | 21 | 0 | 1
Cc1ccccc1NC(=O)CN1C(=S)NC(C)(C)CC1C (configuration not stated) | 0.96 | 0.94 | 0 | 6 | 0 | 11 | 4 | -1 | -1
COC(=O)CSc1nc2cc3c(cc2cc1C#N)OCO3 | 0.89 | 1.1 | 22 | -5 | 1 | 18 | 11 | -9 | -6
COc1ccc(S(=O)(=O)N2CCC(C(=O)N3CCc4ccccc4C3)CC2)cc1C | 0.97 | 1.1 | -15 | -8 | -4 | 18 | 3 | 0 | 5
CCOc1ccc2[nH]c(=O)c(CN(CCOC)C(=O)N3CCOCC3)cc2c1 | 1 | 1 | 1 | -2 | -2 | -3 | 0 | 2 | 2
COC(=O)c1ccc(S(=O)(=O)NCc2cccc(OC)c2)n1C | 1.1 | 0.91 | 2 | 9 | 5.5* | 16 | -9 | -8 | 2
Nc1nnc(SCC(=O)c2ccc3ccccc3c2)s1 | 0.9 | 0.96 | · | 4 | -1 | -11 | 10 | -1 | -3
O=C(CC(c1ccccc1O)N1CCCCC1)N1CCCCC1 (configuration not stated) | 1.1 | 0.95 | 6 | 5 | -1 | 12 | -5 | -2 | -3
O=C(Oc1ccc2c(c1)OCO2)c1ccc(Br)c(S(=O)(=O)N2CCOCC2)c1 | 1.1 | 1 | 0 | -1 | -2 | -18 | -11 | -3 | -1
O=C1NC(=Nc2ccccc2)S/C1=C/c1cccnc1 | 0.92 | 1.1 | 1 | -8 | 3 | 17 | 8 | -8 | 0
Cc1cc(NC(=O)c2cc(-c3ccccc3)on2)n(-c2ccccc2)n1 | 0.91 | 1 | 0 | -2 | -3 | 7 | 9 | -6 | -4
Cc1[nH]c(=O)[nH]c(=O)c1S(=O)(=O)Nc1ccc(F)c(Cl)c1 | 1 | 1 | 1 | -4 | -1 | 5 | 0 | -4 | 0
NCC12CC3CC(CC(O)(C3)C1)C2 | 1.1 | 1 | 1 | -2 | 0 | 3 | -14 | -4 | -4
CC(=O)Nc1ccc(S(=O)(=O)N2CCCC2C(=O)O)cc1 (configuration not stated) | 0.92 | 0.94 | 5 | 6 | -1 | 12 | 8 | -5 | -2
CCN1C(=O)c2ccc(C(=O)Nc3cccc(C(=O)O)c3)cc2C1=O | 0.8 | 1 | 1 | -2 | 0 | -2 | 20 | -7 | -1
CCOC(=O)Cc1cc(=O)n2[nH]c(C)c(-c3ccccc3)c2n1 | 0.91 | 1 | -5 | 0 | 6.1* | 2 | 9 | -1 | -1
Cc1cc(=O)n2ncnc2n1COCCO | 1 | 1 | 2 | -3 | -3 | 1 | -4 | -7 | -14
COc1cccc(C(=O)OCCCN(C)C)c1 | 1.1 | 0.8 | 3 | 20 | 0 | 7 | -10 | -9 | -1
CCS(=O)(=O)N1N=C(c2cccc(NS(C)(=O)=O)c2)CC1c1ccc(C)cc1 (configuration not stated) | 1.1 | 0.94 | -58 | 6 | 2 | -6 | -9 | -10 | -1
CN(C)CCCNC(=O)C1(O)c2cc(Br)ccc2NC(=O)N1c1ccc(Cl)cc1 (configuration not stated) | 1.1 | 1 | 1 | -3 | 3 | -5 | -10 | -3 | -3
CC(NCc1ccc([N+](=O)[O-])cc1)C1COc2ccccc2O1 (configuration not stated) | 0.94 | 0.9 | 0 | 10 | 5 | 22 | 6 | -10 | -3
CC(C)CCN1C(=O)c2ccc(C(=O)OCC(=O)N(CC(C)C)C3CCS(=O)(=O)C3)cc2C1=O (configuration not stated) | 1.1 | 1.1 | 0 | -9 | 2 | 5 | -8 | -6 | -2
O=c1sc2ccccc2n1CCOc1ccccc1 | 0.86 | 1 | 2 | 0 | 1 | 2 | 14 | -2 | -1
CC(C)(C)NC(=O)C(OC(=O)Cn1nnc(-c2ccc(F)cc2)n1)c1ccncc1 (configuration not stated) | 0.95 | 0.99 | 2 | 1 | 2 | 9 | 5 | 1 | 0
O=C(c1cc(Cl)ccc1Cl)N1CCc2ccccc21 | 1 | 1 | 0 | -2 | -2 | 7 | 0 | -9 | -5
CCC(C)Sc1nc2ccccc2n1CC(=O)O (configuration not stated) | 0.84 | 0.87 | 4 | 13 | -3 | 4 | 16 | -4 | 3
COCCN(C(=O)Cc1cccs1)C(C(=O)NCc1ccc(OC)cc1)c1ccccc1 (configuration not stated) | 1.3 | 0.98 | 3 | 2 | -1 | 7 | -34 | 1 | 5
O=C(Cn1cnc2ccccc2c1=O)Nc1ccc2c(c1)OCCO2 | 0.94 | 0.98 | 0 | 2 | -2 | 3 | 6 | -7 | -1
CCOC(=O)C(CCCOc1ccc(C)cc1)C(=O)OCC | 1 | 1 | -1 | -3 | -3 | 23 | -3 | -6 | -3
CC(=O)c1ccc(C(=O)N2CCC(CO)(Cc3cccc(C(F)(F)F)c3)CC2)cc1 | 0.95 | 1.2 | 2 | -16 | -4 | 12 | 5 | 20 | 5
CC(C)=CCc1c(O)cc(O)c2c(=O)c(O[C@@H]3O[C@@H](C)[C@H](O)[C@@H](O)[C@H]3O)c(-c3ccc(O)cc3)oc12 | 0.86 | 0.95 | -1 | 5 | 1 | 13 | 14 | -11 | -5
CC1CCCCC1NC(=O)c1cc2c(s1)CS(=O)(=O)C2 (configuration not stated) | 0.8 | 1.1 | -1 | -8 | 1 | 3 | 20 | -6 | 2
CC(CN(C)Cc1ccccc1)OC(=O)c1ccccc1F (configuration not stated) | 1 | 0.91 | 0 | 9 | -2 | 14 | 0 | -7 | 1
Cc1cccc(NC(=O)CSc2nnc(CCCCCNC(=O)OC(C)(C)C)o2)c1C | 0.85 | 1.1 | 2 | -11 | 1 | -6 | 15 | -7 | -2
CC(=O)c1ccc(OCCCC(=O)NC(C)c2ccc(S(N)(=O)=O)cc2)cc1 (configuration not stated) | 1 | 1.1 | -1 | -6 | 1 | -8 | -5 | -7 | 0
O=C(NN=C1c2ccccc2-c2ccccc21)c1ccccn1 | 1.4 | 0.78 | 0 | 22 | -2 | 15 | -38 | 0 | 3
CC1CCCC(NC(=O)COC(=O)c2ccc3ccccc3n2)C1C (configuration not stated) | 0.92 | 1.1 | 21 | -9 | -3 | 3 | 8 | -2 | 3
COC(=O)C(F)(F)Sc1c(C)[nH]c2ccccc12 | 0.94 | 0.96 | 0 | 4 | -1 | 7 | 6 | -3 | -2
Cc1cccc(/C=N/NC(=O)Cn2nc(C)cc2C)n1 | 0.87 | 1 | -72 | -2 | 0 | -5 | 13 | -2 | -1
CC(C)NC(=O)N(C)C[C@H]1Oc2c(NC(=O)c3ccc(-c4nccs4)cc3)cccc2C(=O)N([C@@H](C)CO)C[C@H]1C | 0.79 | 0.88 | 3 | 12 | 0 | -10 | 21 | -6 | -3
CCc1nccn1S(=O)(=O)c1cc(Br)ccc1OC | 0.91 | 1 | 2 | -3 | -3 | 9 | 9 | -4 | 0
c1ccc(COc2ccc(OCCCNC3CCCC3)cc2)cc1 | 0.98 | 0.95 | 2 | 5 | -3 | 19 | 2 | -4 | -3
NC(=O)C1CCN(Cc2ccc(OCc3ccccc3)cc2)CC1 | 1 | 1 | 1 | -1 | -3 | 24 | -3 | -7 | -7
CCN1C(=O)[C@H]2[C@H]3CN=C(SCC4CC4)N3[C@@](Cc3ccccc3)(C(=O)OC)[C@H]2C1=O | · | 1.1 | 4 | -5 | · | · | · | 10 | 32
COc1ccc(-c2cc(=O)oc3cc(OCC(=O)Nc4ccc(CCO)cc4)ccc23)cc1 | 1.2 | 1 | -1 | -2 | -4 | -4 | -17 | -10 | -4
COc1ccc(-n2nc(C(=O)Nc3nc4ccc(OC)cc4s3)c3ccccc3c2=O)cc1 | 0.95 | 0.97 | 3 | 3 | -5 | -5 | 5 | -3 | 4

One compound at a time (already shown).
`CCc1nccn1S(=O)(=O)c1cc(Br)ccc1OC` reads hIAP act = 0.91; mIAP act = 1; SENP1 FRET inh = 2; mIAP block = -3; MIN6 prolif = -3; NLRP3 yeast inh = 9; hIAP block = 9; APOBEC3G inh = -4; APOBEC3A inh = 0
`COc1ccc(-n2nc(C(=O)Nc3nc4ccc(OC)cc4s3)c3ccccc3c2=O)cc1` reads hIAP act = 0.95; mIAP act = 0.97; SENP1 FRET inh = 3; mIAP block = 3; MIN6 prolif = -5; NLRP3 yeast inh = -5; hIAP block = 5; APOBEC3G inh = -3; APOBEC3A inh = 4

Other entries follow.
SMILES | hIAP act | mIAP act | SENP1 FRET inh | mIAP block | MIN6 prolif | NLRP3 yeast inh | hIAP block | APOBEC3G inh | APOBEC3A inh
O=C(Cn1nc(Cc2cccnc2)c2ccccc2c1=O)Nc1ccccc1F | 1 | 1.1 | 5 | -7 | -3 | 4 | 0 | -1 | 5
N#CC1=C(N)C(C#N)(C#N)C2(C(=O)Nc3ccccc32)C2CCCC=C12 (configuration not stated) | 0.94 | 0.96 | -23 | 4 | 0 | 27 | 6 | -7 | -3
O=C(NC1(C(F)(F)F)C(=O)Nc2c1c(=O)[nH]c(=O)n2Cc1ccccc1)c1ccc(Cl)cc1Cl (configuration not stated) | 1.1 | 1.1 | -4 | -6 | -3 | -3 | -9 | -6 | -8
CCOC(=O)c1sc(/N=C/N(C)C)nc1C | 0.91 | 1 | 0 | -4 | 3 | -26 | 9 | -10 | -3
CC[C@@]12C(=O)N(c3cccc(F)c3)C(=O)N1[C@H](c1ccc(Br)cc1)[C@@H]1C(=O)N(C(C)(C)C)C(=O)[C@@H]12 | 1.1 | 0.94 | 2 | 6 | 0 | 6 | -5 | -6 | 0
CC1=C(C(=O)O)N2C(=O)C(NC(=O)c3c(F)cccc3F)C2SC1 (configuration not stated) | 1.1 | 1.1 | 1 | -6 | -4 | 17 | -6 | 6 | 5
CC(C(=O)Nc1ccc(C(F)(F)F)cc1)N(C)CC(=O)N1CCN(Cc2ccccc2)CC1 (configuration not stated) | 1.1 | 0.97 | 1 | 3 | -6 | 15 | -13 | -6 | -4
N#CCCCSc1nnc(Cc2ccc3c(c2)OCO3)o1 | 1 | 1 | -1 | 0 | 0 | 27 | 0 | -2 | 14
N#Cc1cccc(C#N)c1Oc1ccc(S(=O)(=O)Nc2ccccc2)cc1 | 1.1 | 1.1 | 3 | -9 | -2 | 11 | -11 | -1 | 0
COc1ccc(NC(=S)Nc2cnc3ccccc3c2)c(OC)c1 | 1.1 | 1 | 2 | 0 | -2 | 6 | -12 | -7 | -9
Cc1cc(C)n(CCCNC(=O)CCNS(=O)(=O)c2ccccc2C(F)(F)F)n1 | 1.1 | 0.97 | -1 | 3 | 3 | 16 | -13 | -1 | 0

From PubChem BioAssay
